# BRCT PPI green = qHTS Assay for Inhibitors of BRCT-Phosphoprotein Interaction (Green Fluorophore). Breast cancer type 1 susceptibility protein (Homo sapiens), P38398. BRCA1 BRCT-phosphopeptide binding, green fluorescence polarization. Potency, µM (series often up to 76.9 µM), inactives show top-dose activity change, negative = inhibition, hits mostly inhibitors. 75,000 compounds, 0.05% hits. AID 875, 2007;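 note: potency is the fitted concentration of half-maximal effect; plate controls were peptide without protein for full effect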
#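 Fluorescence polarization: His-tagged BRCT (~35 kDa BRCA1 C-terminus, 250 nM) bound to 100 nM fluorescein-labeled phosphorylated 10-aa BACH1 peptide, pH 7.3 phosphate buffer with DTT and Tween 20. Compounds incubated 12 min at room temperature; inhibition read as lowered polarization.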
# Caspase-7 inhib = qHTS Assay for Allosteric/Competitive Inhibitors of Caspase-7 | P55210 | recombinant caspase-7, Ac-DEVD-AFC fluorescence rate | Potency, µM (highest dose often 57.5 µM), inactives show top-dose activity change, negative = inhibition, hits mostly inhibitors | 75,000 compounds, 0.02% hits | AID 889, 2007; active = well fitted inhibition curve with a large enough effect in the main read-out, with a control signal flat, not every such curve was filed as active; inconclusive = small, poorly fitted or top-dose-only effect, or a change in a side signal; note: potency is the fitted concentration of half-maximal effect; % of control where 0% means no effect
# BRCT PPI red = qHTS Assay for Inhibitors of BRCT-Phosphoprotein Interaction (Red Fluorophore); Breast cancer type 1 susceptibility protein (Homo sapiens), P38398; BRCT-phosphopeptide binding, red fluorescence polarization; Potency, µM (highest dose often 76.9 µM), for inactives: top-dose activity change, negative = inhibition, usual class: inhibitors; 75,000 compounds, 0.03% hits; note: % is set by controls: 0 for no effect and ±100 for the full control effect
#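 Fluorescence polarization: 100 nM His-tagged BRCA1 BRCT with 100 nM TAMRA-labelled phospho-BACH1 decapeptide, phosphate buffer pH 7.3 with 150 mM NaCl, DTT, 0.01% Tween 20; 12 min RT. Binding inhibition seen as FP decrease.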
# USP2a inh = qHTS Assay for Inhibitors of Ubiquitin-specific Protease USP2a. USP2a enzymatic assay, qHTS inhibition. Potency, µM (series often up to 38.3 µM), for the others: at the highest dose activity change, negative = inhibition, usual class: inhibitors. 60,000 compounds, 0.1% hits. AID 927, 2007;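 note: potency is the fitted concentration of half-maximal effect; nearly all actives have a fitted effect of over 60% in size; plate controls were DMSO for no effect and NEM full inhibition control for full effect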
#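 USP2 core (20 nM final) was preincubated with compound for 30 min at RT in 20 mM Tris-HCl pH 8.0, 2 mM CaCl2, 2 mM beta-mercaptoethanol; Ub-PLA2 (20 nM) plus NBD C6-HPC (20 uM) then added, fluorescence read after 2.5 h.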
# Tau fil binding = qHTS Assay for Tau Filament Binding. 71,000 compounds, 2% hits. Potency, µM (top dose mostly 57.1 µM), for inactives: top-dose activity change, negative = inhibition. Microtubule-associated protein tau (Homo sapiens), P10636. recombinant tau filaments, thioflavin S fluorescence, 15 h; filaments grown with octadecylsulfate alongside compound;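 note: potency is the fitted concentration of half-maximal effect; % is set by controls: 0 for no effect and ±100 for the full control effect; actives lower thioflavin S fluorescence by blocking filaments or displacing dye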
#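 His-tagged recombinant human tau (exons 2, 3 and 10 included), 1 uM, was induced to fibrillize by 30 uM sodium octadecylsulfate with compound present. After 15 h at 37 C, thioflavine S fluorescence (ex 450, em 510 nm) was read.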
# Caspase-1 inhib = qHTS Assay for Allosteric/Competitive Inhibitors of Caspase-1; P29466; Caspase-1 enzyme, Ac-WEHD-AFC fluorogenic rate; Potency, µM (highest dose often 57.5 µM), for the others: top-dose activity change, negative = inhibition, most hits filed as inhibitors; 75,000 compounds, 0.03% hits; AID 900, 2007;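 note: potency is the fitted concentration of half-maximal effect; plate controls were vehicle for no effect and no substrate for full effect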
# Rhodamine fluor = qHTS Assay for Spectroscopic Profiling in Rhodamine Spectral Region | Rhodamine-region fluorescence, 547/598 nm, Tris buffer; active compounds read high | max dye-equivalent concentration, M | 59,000 compounds, 0.05% hits | AID 594, 2007; in the data active = max dye-equivalent concentration above about 11 nM; inconclusive = between about 1.1 nM and that limit
#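 Intensities are converted to rhodamine-equivalent concentration using a six-point rhodamine standard on each plate. Compounds sit 15 min at room temperature in 100 mM Tris buffer, pH 8.0; read uses the 547/598 nm excitation/emission pair.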
# DNA Pol III inh = qHTS Assay for Inhibitors of DNA Polymerase III Holoenzyme System; reconstituted DNA polymerase III holoenzyme replication, biochemical; Potency, µM (doses to about 57.1 µM), without a hit: at the highest dose activity change, negative = inhibition; 71,000 compounds, 0.25% hits; AID 603, 2007; note: potency is the fitted concentration of half-maximal effect; % is set by controls: 0 for no effect and ±100 for the full control effect
#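 Reconstituted *E. coli* holoenzyme (0.35 nM Pol III, 1 nM beta, 154 nM SSB, 2 nM primase) was preincubated with compound for 15 min at RT. Synthesis on 1.4 nM ssM13Gori ran 35 min, then was stopped with PicoGreen/EDTA and read as dsDNA fluorescence.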
# HEK293 cAMP ctrl = qHTS Assay for Agonists of the Thyroid Stimulating Hormone Receptor: Activators of Intracellular cAMP Concentrations in Parental HEK 293; parental HEK293 CNG cAMP sensor, membrane potential fluorescence; Potency, µM (highest dose often 57.1 µM), without a hit: at the highest dose activation, most hits filed as activators; 73,000 compounds, 2.5% hits; AID 938, 2007; note: potency is the fitted concentration of half-maximal effect; % of control where 0% means no effect; nearly all actives have a fitted effect of over 55% in size
#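 Parental HEK 293 cells stably expressing a modified CNG channel (no TSHR) report cAMP rise as membrane depolarization. Membrane potential dye with 100 uM RO 20-1724 was loaded for 60 min at room temperature, then compound added for 30 min; fluorescence read at 590 nm.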
# 15-hLO inh = qHTS Assay for Inhibitors of 15-hLO (15-human lipoxygenase); Polyunsaturated fatty acid lipoxygenase ALOX15 (Homo sapiens), P16050; purified 15hLO-1, xylenol orange hydroperoxide absorbance; Potency, µM (series often up to 57.1 µM), without a hit: at the top dose activity change, negative = inhibition, hits mostly inhibitors; 74,000 compounds, 1.4% hits; note: potency is the fitted concentration of half-maximal effect; % is set by controls: 0 for no effect and ±100 for the full control effect; nearly all actives have a fitted effect of over 55% in size
# Target sequence (P16050 whole entry, looked up): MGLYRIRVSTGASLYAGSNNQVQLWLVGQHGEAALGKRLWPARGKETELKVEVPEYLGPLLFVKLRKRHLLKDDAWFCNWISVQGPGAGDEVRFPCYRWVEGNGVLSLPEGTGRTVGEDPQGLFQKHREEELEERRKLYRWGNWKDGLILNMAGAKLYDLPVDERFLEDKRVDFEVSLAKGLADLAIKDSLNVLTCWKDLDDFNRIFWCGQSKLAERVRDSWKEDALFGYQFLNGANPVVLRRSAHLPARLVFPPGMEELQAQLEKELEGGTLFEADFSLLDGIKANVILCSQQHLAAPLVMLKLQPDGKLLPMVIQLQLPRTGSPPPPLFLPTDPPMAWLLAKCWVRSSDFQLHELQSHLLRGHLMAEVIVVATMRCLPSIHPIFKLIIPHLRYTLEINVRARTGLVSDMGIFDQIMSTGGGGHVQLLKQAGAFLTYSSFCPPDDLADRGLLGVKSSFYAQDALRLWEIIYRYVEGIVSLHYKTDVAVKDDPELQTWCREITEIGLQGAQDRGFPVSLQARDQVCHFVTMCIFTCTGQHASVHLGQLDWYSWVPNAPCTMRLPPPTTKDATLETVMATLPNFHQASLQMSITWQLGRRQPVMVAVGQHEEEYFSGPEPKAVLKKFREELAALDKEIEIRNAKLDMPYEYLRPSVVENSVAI
#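 Compounds were preincubated 15 min at room temperature with 40 nM purified human enzyme (25 mM Hepes pH 7.5, 0.01% Triton X-100); 50 uM arachidonic acid reacted 6 min. Fe-xylenol orange detection, 30 min, absorbance ratio 573/405 nm.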
# HADH2 inh = qHTS Assay for Inhibitors of HADH2 (Hydroxyacyl-Coenzyme A Dehydrogenase, Type II); 73,000 compounds, 3.4% hits; recombinant HADH2, NADH fluorescence, beta-hydroxybutyryl-CoA; AID 886, 2007; 3-hydroxyacyl-CoA dehydrogenase type-2 (Homo sapiens), Q99714; Potency, µM (highest dose often 57.1 µM), for the others: at the top dose activity change, negative = inhibition, most hits filed as inhibitors; note: potency is the fitted concentration of half-maximal effect; % is set by controls: 0 for no effect and ±100 for the full control effect; nearly all actives have a fitted effect of over 60% in size; many of its hits are not listed in these tables
# Target sequence (Q99714 whole entry, looked up, one chain of several): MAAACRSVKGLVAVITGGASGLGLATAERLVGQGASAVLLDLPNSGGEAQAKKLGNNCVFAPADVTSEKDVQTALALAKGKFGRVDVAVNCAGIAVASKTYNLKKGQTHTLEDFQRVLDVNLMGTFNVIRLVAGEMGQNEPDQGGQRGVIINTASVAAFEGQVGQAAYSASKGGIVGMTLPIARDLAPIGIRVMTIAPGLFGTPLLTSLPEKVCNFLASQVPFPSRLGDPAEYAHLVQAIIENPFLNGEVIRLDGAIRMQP
#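 20 nM HADH2 + cpd, 15 min RT; add 1 mM NAD+/90 uM beta-hydroxybutyryl-CoA; kinetic fluorescence 360/450 nm, 4 min. Tris-HCl pH 9.0, 0.01% Tween-20.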
# An asterisk follows results filed as active; i = inactive; u = inconclusive; x = no result given; & = joins results of further samples; [ ] = dose if it differs, or a comment. Unless noted, calls come from the whole dose curve; as a rule, active = well fitted curve in the direction sought with a large enough effect; inconclusive = small, poorly fitted or top-dose-only effect, or another doubt; inactive = no such curve, though single readings can be large; an effect the other way counts as inactive or inconclusive.
molecule | BRCT PPI green | Caspase-7 inhib | BRCT PPI red | USP2a inh | Tau fil binding | Caspase-1 inhib | Rhodamine fluor | DNA Pol III inh | HEK293 cAMP ctrl | 15-hLO inh | HADH2 inh
C/C(=C\C(=O)c1ccc(C)o1)Nc1ccc(C(=O)O)cc1C | 2.7% | 1% | -0.6% | -2% | 10% | -3% | i | 3% | -5% | 1% | -14%
CN(C)CCCSC(=N)N | -1.1% | 1% | 1.1% | -10%[17.1 µM] | -21% | 2% | i | -2% | 1% | 2%&10%[25.6 µM] | 4%
CS(=O)(=O)N1CCN(C(=O)C2c3ccccc3Oc3ccccc32)CC1 | 1.4% | -2% | 1.8% | 12% | 11% | -11% | i | -12% | 5% | 3% | 0%
COc1ccccc1CNC(=O)COc1ccccc1OC | 0.1% | 0% | 0.1% | 6% | -5% | 0% | i | -3% | 12% | 5% | -1%
CCN1C(=O)CC(N2CCC(Nc3ccc(OC)cc3)CC2)C1=O (stereo not drawn) | -0.2% | -4% | 0.7% | -2% | -13% | 3% | i | -6% | 2% | 5% | 5%
Cc1nc2ccccc2n1CCc1nc2c3ccccc3nc(SCC(=O)NCc3ccco3)n2n1 | -0.5% | 1% | -0.7% | 32%[activator] | 186% | 1% | i | -11% | 15% | -19% | 6%
CCOc1cccc(-c2nnc3sc(COc4ccc(C)cc4)nn23)c1 | -5.7% | -1% | 0.4% | -7% | 41% | -2% | i | -2% | 25µM* | 1% | 2%
Cc1ccc(S(=O)(=O)N(C)c2ccc(C(=O)O)cc2)cc1 | -1.6% | 0% | -1.3% | -1% | 3% | 1% | i | u | -3% | 10% | -2%
CCCC(C)C(=O)Nc1ccc(C(N)=O)cc1 (stereo not drawn) | -2.1% | -2% | 0.0% | -1%[7.66 µM] | -1%[11.4 µM] | -2% | x | -2%[11.4 µM] | -1%[11.4 µM] | -5%[11.4 µM] | -19%[11.4 µM]
CCc1nnc(NC(=O)CSc2nnc(-c3c[nH]c4ccccc34)n2CC)s1 | 0.0% | -2% | -0.3% | 24% | 9% | 0% | i | 5% | 8% | -3% | 5%
COc1ccc(CC(=O)Nc2nc3ccccc3s2)cc1S(=O)(=O)N1CCOCC1 | -1.6% | -2% | 0.4% | 22% | 11% | -1% | i | 4% | 13% | -9% | 0%
O=C(NCc1ccc2c(c1)OCO2)c1cnc2ccccn2c1=O | -1.6% | -1% | 0.1% | x | x | 2% | x | x | -1% | -1% | -8%
Cc1cnc(CNc2cc(-c3cccc(C#N)c3)ncn2)cn1 | 1.1% | 3% | 0.3% | 26% | 10% | 2% | i | -5% | 8% | -29% | -17%
Cc1cccc(C2Nc3ccccc3C(=O)N2c2ccccc2)n1 (stereo not drawn) | -0.9% | -28% | 2.0% | 5% | -18% | u | x | -4% | 20% | -2% | 16µM*
Cc1c(NC(=O)CSc2nnc(-c3ccco3)n2-c2ccccc2)c(=O)n(-c2ccccc2)n1C | -0.5% | -1% | -1.0% | 7% | -1% | -2% | x | 2% | u | 8% | 3%
CCC(=O)N1CCc2cc(S(=O)(=O)CCC(=O)NCc3ccc4c(c3)OCO4)ccc21 | -0.4% | 2% | 1.0% | 12% | 9% | 2% | i | 3% | -1% | 5% | 13%
CC(C)Cn1c(=O)c2c(c3ccccc31)OC(C)C(=O)N2 (stereo not drawn) | 1.3% | 1% | -0.1% | 2% | 10% | -10% | i | -1% | u | 5% | 11%
COCCCNC(=O)CN(c1cc(OC)ccc1OC)S(=O)(=O)c1ccccc1 | -3.0% | 1% | 0.2% | 11% | 0% | 0% | i | -3% | 9% | 9% | 8%
COc1cccc(Cn2nnc(C(=O)NCc3ccccc3Cl)c2N)c1 | 0.6% | -6% | 0.1% | x | 26% | -6% | x | 3% | 3% | -11% | 6%
N#CCCCN1C(=O)C(O)(CC(=O)c2ccc3c(c2)OCCO3)c2ccccc21 (stereo not drawn) | 1.6% | -1% | 0.3% | 2% | -16% | -1% | i | -6% | 0% | -9% | 1%
O=C(COc1ccc(Br)cc1)N1CCCCCC1 | 0.3% | 0% | -1.3% | 4% | 6% | -1% | x | -1% | 8% | 2% | -2%
Cc1ccc(S(=O)(=O)N2CCN(c3ncnc4c3cnn4-c3ccccc3)CC2)cc1 | -2.1% | 0% | -0.7% | 6% | -5% | 3% | i | u | u | 5% | 17%
O=C(c1ccco1)N1CCN(C(=O)c2cccc3c2C(=O)N(C2CCCCC2)C3)CC1 | -0.5% | -3% | 0.3% | -6% | 0% | -1% | i | -2% | 3% | -5% | 5%
Cc1cn[nH]c1 | -3.0% | 1% | -2.4% | 4% | -12% | 1% | i | -7% | -6% | 17% | 6%
NC(=O)N1CC(O)CC1C(=O)Nc1ccc(Cl)c(Cl)c1 (stereo not drawn) | -1.1% | 0% | 0.2% | 1% | 2% | 1% | i | -9% | 0% | 10% | -12%
COc1ccc2[nH]cc(CCNc3ncnc4ccc(-c5ccccc5C#N)cc34)c2c1 | -1.1% | -4% | -1.6% | u | 43% | -4% | i | -4% | -16% | -5% | -9%
Cc1c(N)c(=O)n(-c2ccccc2)n1C | -1.0%[3.08 µM] | 1% | -1.7% | -13% | 5%[25.6 µM] | 0% | i | 6%[25.6 µM] | 0%[25.6 µM] | -1% | -1%[25.6 µM]
CCC(c1nnnn1C(C)C)N1CCN(C2CCCC2)CC1 (stereo not drawn) | -0.4% | -1% | -0.3% | 3% | -15% | 5% | i | -6% | u | 4% | 9%
CCCS(=O)(=O)N1CCC(C(=O)NCCN2CCCC2)CC1 | -2.5% | -3% | 0.6% | 4% | 2% | -3% | i | -2% | 4% | u | 2%
CC(C(=O)O)N1C(=O)CSC1=S (stereo not drawn) | -0.5% | 1% | 0.7% | x | -3% | -2% | i | -5% | 0% | 5% | -6%
Cc1ccc(N(C(C)C(=O)Nc2ccc(S(=O)(=O)N3CCOCC3)cc2)S(C)(=O)=O)cc1C (stereo not drawn) | -4.0% | 0% | -1.8% | 35%[activator] | -11% | 0% | i | -2% | -11% | -24% | -9%
C=CCc1cccc(CNc2nc3ccccc3n2CC)c1O | -5.5% | -3% | -1.5% | u | 4% | -4% | i | -3% | -20% | -13% | -3%
CN(C)C(N)=NCCC[C@H](N)C(=O)O | -2.1% | 1% | 1.2% | -5% | -6% | 1% | i | 2% | u | 6% | -12%
CC(C)Sc1nc2ccccc2n1CC(N)=O | -2.8% | 1% | 0.2% | 1% | 12% | -3% | x | -4% | 6% | 1% | 6%
O=C(O)c1cccc(S(=O)(=O)N2CCCC2)c1 | -0.9% | 0% | 1.4% | -9% | -8% | 0% | x | -2% | 9% | 2% | 8%
CCOc1ccccc1OCCOCCN1CC(C)OC(C)C1 (stereo not drawn) | -3.0% | -1% | 1.2% | 2% | 0% | -1% | i | -5% | 6% | -3% | 5%
COc1ccc(NC(=O)C2CCCN2C(=O)NC2CCCCC2)cc1OC (stereo not drawn) | 0.4% | -22% | 0.7% | -5% | 9% | -10% | i | 5% | 0% | -7% | 18%
CC(=O)c1cccc(S(=O)(=O)N2CCN(c3nc4cc(C)cc(C)c4cc3C#N)CC2)c1 | 1.9% | -15% | -0.5% | 32%[activator] | -6% | -11% | i | -8% | 2% | -4% | 12%
Cc1ccc(S(=O)(=O)c2c(C)nn(C(C)(C)C)c2OC(=O)c2cccs2)cc1 | -0.2% | 2% | -1.7% | -10% | 15% | -3% | i | 1% | 22% | -8% | -3%
CC(C)[C@H](NC(=O)Nc1ccc(S(N)(=O)=O)cc1)C(=O)O | -2.0% | 1% | 0.2% | 2% | 0% | -2% | i | 2% | 3% | 9% | 9%
CNNCc1ccc(C(=O)NC(C)C)cc1 | -1.1%[34.4 µM] | 0%[25.7 µM] | -0.2%[34.4 µM] | 16%[17.1 µM] | -10%[25.6 µM] | -14%[25.7 µM] | i | -8%[25.6 µM] | 4%[25.6 µM] | 7.9µM* | -5%[25.6 µM]

# Some of the compounds tested (hit frequency here may not be typical).
